Screening data (PubChem)
Xi reactivation – X-chromosome reactivation activator; XiGFP mouse fibroblasts, % GFP-positive cells imaging, 3 d; cells co-treated with 5-aza-dC sensitizer; scaled so ellipticine positive control = 100%; activation, % at 7.58 µM; hit rate 0.055% among 360,000; AID 743238;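 active = mean normalized replicate activation at least 10% and every replicate at or above 10%; inconclusive = only one of the two criteria met; inactive = mean below 10% and not all replicates reach 10%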;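 note: 0% = median of on-plate neutral control wells and 100% = ellipticine 6 µM median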
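Assay system: SV40-immortalized XiGFP fibroblast cells, line 68-5-11; buffer or medium: DMEM plus 5-aza-dC sensitizer; compound: one concentration, pinned; timing: compounds 3 days, fix/stain 15 min at room temperature; benchmarks: positive control ellipticine, 6 µM final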
RAD52 anneal inh – RAD52 (human) annealing inhibition; inhibition, % at 18.7 µM; recombinant RAD52 DNA annealing, FRET fluorescence; AID 651710; hit rate 0.46% among 360,000; P43351;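 active = every replicate showing at least 50% inhibition; inconclusive = mean inhibition at least 50% but not in every replicate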
esBAF inh – blocks esBAF chromatin remodeling in mouse ES cells; Bmi1-luciferase knock-in reporter, 24 h; 100% = twice the neutral-well signal; reporter increase, % at 12.5 µM; hit rate 2% among 350,000; AID 602393; in the data active = activation above about 40%; inconclusive = no clear call, values can overlap the other calls;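 note: 0% = median of the plate's neutral control wells and 100% = double that signal; a rise in the Bmi1 reporter signal indicates esBAF inhibition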
ERAP1 inh – inhibitors of human ERAP1 aminopeptidase; recombinant ERAP1, Leu-AMC fluorescence, 60 min; AID 652197; inhibition, % at 10.7 µM; hit rate 0.15% among 340,000;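 active = mean replicate inhibition of at least 30%, or all replicates individually reaching that 30% level; inactive = mean below 30% and not every replicate reaching it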;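 note: 0% = neutral control wells and 100% = L-leucinethiol positive control wells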
RAD54 inh – RAD54 (human) branch migration inhibition | Q92698 | RAD54 Holliday junction branch migration, FAM/BHQ fluorescence | inhibition, % at 10.4 µM | hit rate 0.14% among 360,000 | AID 602329;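 active = mean normalized replicate activity at least 40 and at least half of replicates scoring 40 or more; inconclusive = only one of the two criteria met; inactive = mean below 40 and under half of replicates reaching 40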;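 note: 0% = median of neutral control wells and 100% = median of positive control wells; inhibitors cause a drop in the FAM fluorescence signal; in these data hits start at about 50%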
Target sequence (Q92698 whole entry, looked up): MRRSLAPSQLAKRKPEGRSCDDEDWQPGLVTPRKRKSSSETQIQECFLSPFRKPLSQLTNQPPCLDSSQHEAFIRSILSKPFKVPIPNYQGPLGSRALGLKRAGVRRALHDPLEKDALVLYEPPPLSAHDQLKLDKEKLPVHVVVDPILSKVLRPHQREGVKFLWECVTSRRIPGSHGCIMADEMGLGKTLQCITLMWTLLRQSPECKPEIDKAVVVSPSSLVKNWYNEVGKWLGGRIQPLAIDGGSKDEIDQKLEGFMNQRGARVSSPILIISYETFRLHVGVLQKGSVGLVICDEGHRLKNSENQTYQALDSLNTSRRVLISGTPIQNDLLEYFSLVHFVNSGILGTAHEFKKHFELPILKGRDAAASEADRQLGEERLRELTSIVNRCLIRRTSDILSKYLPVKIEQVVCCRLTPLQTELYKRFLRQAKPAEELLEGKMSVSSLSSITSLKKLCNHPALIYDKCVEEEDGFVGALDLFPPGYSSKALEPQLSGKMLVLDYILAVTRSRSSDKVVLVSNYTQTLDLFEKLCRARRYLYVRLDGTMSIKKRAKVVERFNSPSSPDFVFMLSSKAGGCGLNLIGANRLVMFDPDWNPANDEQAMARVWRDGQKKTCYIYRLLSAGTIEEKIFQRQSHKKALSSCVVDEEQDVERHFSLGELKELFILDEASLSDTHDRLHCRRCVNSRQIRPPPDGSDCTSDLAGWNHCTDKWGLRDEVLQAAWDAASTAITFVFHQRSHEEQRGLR
ERp5 block – blocks human ERp5 reductase activity on insulin; inhibition, % at 9.99 µM; AID 651711; ERp5 insulin aggregation, absorbance 650 nm, 90 min; hit rate 0.05% among 350,000;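 active = mean replicate inhibition above about 25%, with every replicate also reaching it, limit read from the data, passing the limit was not always enough; inconclusive = only one of those two criteria met; inactive = neither criterion met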
E-sel inducer – induces E-selectin expression in human endothelial cells; HUVEC E-selectin immunofluorescence imaging; normalized: neutral wells 0, TNF-alpha wells 100; AID 686992; hit rate 0.37% among 260,000; activation, % at 7.58 µM;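 active = mean E-selectin-positive cell signal at least 10% of the positive control, reached in at least 60% of replicates, without over 20% cell loss; inconclusive = no rule given, readout overlaps actives, possibly toxicity-flagged; inactive = the rest, including those meeting only one limit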;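 note: in these data hits start at about 27%; measured in HUVEC primary endothelial cells; signal is the percent of cells scored E-selectin positive by PE staining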
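Assay system: HUVEC primary endothelial cells. Input: 3,000 HUVEC seeded per well. Doses: one compound dose added by pin transfer. Read-out basis: % PE-positive cells. Benchmarks: TNF-alpha high, DMSO low. Detection: immunofluorescence imaging. Buffer or medium: EGM-2, gelatin.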
S100A4 MyoIIA – inhibitors of human S100A4 binding to myosin IIA peptide | P26447 | S100A4/TAMRA-MyoIIA peptide fluorescence polarization | inhibition, % at 10.7 µM | hit rate 0.14% among 360,000 | AID 652163;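 active = mean inhibition of at least 70% across replicates, with every replicate also reaching that level; inconclusive = mean inhibition reaches 70% but some replicates fall short; inactive = mean inhibition below 70%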
Target sequence (P26447 whole entry, looked up): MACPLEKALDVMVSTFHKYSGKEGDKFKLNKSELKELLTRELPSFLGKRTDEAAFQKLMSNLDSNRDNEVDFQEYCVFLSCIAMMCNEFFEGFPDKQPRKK
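Compound dosing: one dose per compound; test system: human S100A4 monomer with TAMRA-labelled myosin IIA peptide; probe or stimulus: TAMRA-labelled myosin IIA heavy-chain peptide probe, 5 nM; medium: HEPES buffer with Ca2+, pH 7.2; schedule: 5 min incubation before reading; benchmarks: neutral control DMSO, positive control TFP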
* = called active by the depositor; u = inconclusive; x = not tested or not shown; & = joins results of further samples.

SMILES	Xi reactivation	RAD52 anneal inh	esBAF inh	ERAP1 inh	RAD54 inh	ERp5 block	E-sel inducer	S100A4 MyoIIA
COc1cccc(NC(C)=[N+](C)CCNS(=O)(=O)c2ccc(Cl)cc2)c1	-0.1	-7	x	13	-7	1	0.9	1
COCCNC(=O)CN1CCN(Cc2cccc(Cl)c2)C1=O	0.2	-6	0	5	-12	-1	0.9	-1
CCOc1ccc(S(=O)(=O)N2CCC(C(=O)NCc3cccnc3)CC2)cc1Cl	0.3	5	-5	-1	9	0	0.0	-2
Cc1cccc(N2CCCn3c2nc2c3c(=O)[nH]c(=O)n2C)c1	0.0	-4	5	-1	-13	0	x	1
O=C(c1cccnc1)N1CC(=O)N2[C@H](C1)[C@@H](c1ccc(-c3ccc(F)cc3)cc1)[C@@H]2CO	0.1	-6	x	x	x	4	-0.1	-15
O=C(CCn1cnc2ccccc21)N=Nc1c(O)[nH]c2ccccc12	0.0	-2	-6	1	x	0	1.1	2
CS(=O)(=O)N(CC(=O)Nc1ccc(S(=O)(=O)N2CCOCC2)cc1)c1cccc(F)c1	0.0	-8	-5	x	0	2	2.5	-3
Cc1sc2nc(CSC(C)C(=O)N(C)CC(=O)Nc3ccccc3C(F)(F)F)[nH]c(=O)c2c1C (configuration not stated)	0.0	-72	x	-1	x	3	-1.3	-10
COc1ccc(NC(=O)c2ccc(Cl)c(S(=O)(=O)N3CCc4ccccc4C3)c2)cn1	x	-41	-4	2	1	2	x	-12
COc1ccc2c3c([nH]c2c1)[C@@H](CO)N(C(=O)C1CCC1)CC31CCN(S(C)(=O)=O)CC1	0.0	-16	x	1	x	13	0.2	2
CCOC(=O)C1C(=O)NC(C(=O)OCC)(C(=O)OCC)C1CC (configuration not stated)	0.4	-2	-6	-1	-4	-3	-0.1	0
Cc1ccc(S(=O)(=O)NC(=O)c2ccc(Br)o2)cc1	-0.1	-12	12	-1	-9	-6	0.1	5
COc1ccc(NC(=O)Nc2ccc3c(c2)C(=O)N([C@@H](C)CO)C[C@H](C)[C@H](CN(C)S(=O)(=O)c2ccc(OC)cc2)O3)cc1	0.2	-12	-4	3	-7	11	-0.7	-35
C[C@@H]1CN([C@H](C)CO)C(=O)c2cc(C#Cc3cccc(F)c3)cnc2O[C@@H]1CN(C)C(=O)C1CCC1	-0.7	10	-2	1	-8	0	-0.6	5
C[C@@H]1CN([C@H](C)CO)C(=O)c2cccc(NC(=O)Nc3cccc4ccccc34)c2O[C@H]1CN(C)C(=O)Nc1ccccc1	-0.1	14	11	-7	-16	-1	0.3	8
CN(C(=O)c1cccc(NC(=O)Cc2ccc(NC(=O)C3CCCN(C(=O)c4ccccc4)C3)cc2)c1)C1CCCCC1 (configuration not stated)	-0.1	-12	-1	-4	-12	1	2.8	-4
COc1ccccc1-c1ccc2c(c1)O[C@H](CN(C)S(=O)(=O)c1ccccc1)[C@H](C)CN([C@H](C)CO)S2(=O)=O	-0.9	3	5	6	-12	2	0.0	0
C[C@@H]1CN([C@@H](C)CO)C(=O)c2c(c3ccccc3n2C)-c2ccccc2CO[C@@H]1CN(C)S(=O)(=O)c1ccccc1F	-1.2	15	-2	-1	0	-10	-0.4	-3
COCC(=O)N1[C@H](C#N)[C@H](c2ccccc2C2=CCCC2)[C@@H]1CO	0.0	-27	x	-1	x	-3	0.1	5
NS(=O)(=O)c1ccc(CCNC(=O)CC(c2ccccc2)c2ccccc2)cc1	-0.1	0	-4	0	-3	1	x	1
O=C(Cn1nnc2ccccc2c1=O)NCC1CCC(C(=O)O)CC1 (configuration not stated)	0.0	-1	-3	1	-1	1	-0.2	-5
N#Cc1ccccc1NC(=O)CSc1n[nH]c(-c2ccco2)n1	-0.1	-12	4	-3	-2	-1	-0.2	4
O=C(CSc1nnc(NC(=O)c2ccco2)s1)NCc1ccc2c(c1)OCO2	0.0	-26	x	-2	x	-1	4.6	0
O=C(c1cccc(F)c1)N1C[C@@H]2[C@H](c3ccccc31)[C@H](CO)N2C(=O)c1cccc(F)c1	0.2	-5	-3	-1	-5	-1	0.3	4
CO[C@H]1CN(C)C(=O)c2ccc(NC(=O)C3CCCCC3)cc2OC[C@H](C)NC[C@H]1C	-0.5	3	0	-2	9	3	-0.1	5
CCc1sc(/C=C(/C#N)C(N)=S)cc1[N+](=O)[O-]	-0.1	-20	x	-3	x	1	x	-1
O=C(COc1ccc(Cl)cc1)Nc1ccccc1C(=O)NCc1cccnc1	0.0	-8	x	2	-12	5	-0.2	-3
C[C@H](CO)N1C[C@H](C)[C@H](CN(C)Cc2ccncc2)Oc2c(NS(=O)(=O)c3ccccc3)cccc2C1=O	-0.5	-6	-5	-1	-3	3	-0.4	-8
COC(=O)c1ccccc1S(=O)(=O)N1CCC(C(=O)OC(C)C(=O)Nc2ccccc2OC)CC1 (configuration not stated)	0.0	-10	-6	0	6	-3	0.0	7
COc1cc(OC)cc(-c2cc(N)n(S(=O)(=O)c3cccc4nsnc34)n2)c1	0.2	-4	x	-4	x	-7	x	u
C[C@H](CO)N1C[C@H](C)[C@@H](CN(C)C(=O)Nc2ccccc2)OCc2ccccc2-c2ccccc2C1=O	0.4	18	4	-4	-9	-4	0.0	2
CCCCn1c(=O)[nH]c(=O)c2c1ncn2Cc1ccco1	x	-6	x	10	x	7	x	12
Oc1cc(O)cc(C=Cc2ccc(O)c(O)c2)c1	0.2	5	x	31*	x	-1	-0.1	-2
Cc1ccc(S(=O)(=O)N(C)C[C@@H]2Oc3c(NC(=O)Nc4ccc(F)cc4)cccc3C(=O)N([C@H](C)CO)C[C@@H]2C)cc1	-0.1	7	-5	-2	6	-3	x	-2
COc1ccc(-c2n[nH]c(=S)n2-c2ccc(C)cc2)cc1OC	-0.2	-15	-8	2	0	2	x	-7
C[C@@H]1CN([C@@H](C)CO)C(=O)Cc2cc(NC(=O)Nc3ccc(F)cc3)ccc2O[C@@H]1CN(C)S(=O)(=O)c1ccc(F)cc1	-0.2	12	-6	3	-2	-3	0.7	-9
COCc1[nH]c(=S)c(C#N)cc1C(=O)OC	0.0	-3	x	3	x	0	-0.1	-2
COC(=O)c1ccc(Oc2cc(C)nc(Cl)n2)cc1	0.0	-7	-8	-2	-3	1	x	0
Nc1c(C(=O)CSc2nnc(Nc3ccc(F)cc3)s2)c(=O)[nH]c(=O)n1C1CC1	-0.1	-2	-3	-4	-1	-9	x	8
C[C@@H]1CN([C@@H](C)CO)C(=O)c2cc(NC(=O)Nc3ccc(C(F)(F)F)cc3)ccc2O[C@@H]1CN(C)S(=O)(=O)c1ccc(F)cc1	-0.9	5	-1	-3	9	-15	0.2	-8
CCOc1ccc(CC(=O)Nc2ccc(S(=O)(=O)N3CCCC3)cc2)cc1	0.0	-10	x	-5	9	3	1.8	-5
O=C(Nc1cc(C(=O)Nc2ccccc2C(=O)O)cc(C(=O)Nc2ccccc2C(=O)O)c1)c1ccccc1	-0.1	-5	6	0	-6	0	-0.1	-6
CO[C@@H]1CN(C)C(=O)c2cc(NS(=O)(=O)CC(F)(F)F)ccc2OC[C@H](C)N(CCC(F)(F)F)C[C@H]1C	0.0	15	-2	4	2	3	0.0	2
Nc1cc(=O)[nH]c(SCC(=O)c2ccc(F)cc2)n1	0.1	-14	3	1	0	-3	6.3	-4
CN1[C@@H]2c3ccc(-c4ccccc4)c(=O)n3C[C@@H]2[C@@H](CO)[C@@H]1C(=O)NC1Cc2ccccc2C1	0.9	0	5	1	-7	-6	0.3	-10
CC(=O)N(C)C[C@H]1OCc2ccccc2-c2c(n(C)c3ccccc23)C(=O)N([C@H](C)CO)C[C@H]1C	0.2	13	-2	-1	-14	-4	-0.4	2
CC(C)CNC(=O)COC(=O)c1ccc(F)cc1Cl	0.0	-3	x	-3	x	-4	x	1
O=C(CCNc1ccc(F)cc1)c1cc2ccccc2o1	0.0	-16	x	-3	x	-3	7.9	-7
COc1ccc(CCn2c(-c3ccc(Cl)cc3)n[nH]c2=S)cc1OC	0.0	-15	x	1	x	-1	x	1
C[C@@H]1CN([C@H](C)CO)C(=O)c2cc(NC(=O)Nc3ccccc3)ccc2O[C@@H](C)CCCCO[C@H]1CN(C)S(C)(=O)=O	-0.1&-0.1	-10&0	-4	-2	2	2&-5	5.1&0.2	0&22
Cn1c(CN2CCCCC2)nc2cc(NS(=O)(=O)c3ccc(F)cc3)ccc21	0.2	-16	5	-2	x	-1	x	1
C[C@H](CO)N1C[C@H](C)[C@@H](CN(C)Cc2ccccc2)Oc2ccc(NC(=O)c3ccncc3)cc2CC1=O	0.1	6	-5	-3	2	-2	-0.3	-13
Cn1ccc2c(-c3ccc(F)nc3)cc3c(c21)C1CCC3O1 (configuration not stated)	x	-16	0	1	2	-3	0.5	-2
Nn1c(SCc2cccc(Oc3ccccc3)c2)nnc1C(F)(F)F	-0.1	-5	x	-4	3	3	-0.3	-6
C[C@@H]1CN([C@H](C)CO)C(=O)c2cc(NC(=O)Nc3ccc(C(F)(F)F)cc3)ccc2O[C@@H]1CN(C)S(=O)(=O)c1ccc(Cl)cc1	0.4	16	3	-1	2	-3	-19	-1
O=c1nc2cccc3c2=c(/c1=C(\O)c1ccccc1)c1ccccc1c3=O	0.3	-16	17	0	5	5	x	4
N#C[C@H]1[C@@H](c2ccccc2)[C@H](CO)N1S(=O)(=O)c1cccc(F)c1	0.3	-39	-4	2	6	-4	-0.2	7
CCOC(=O)C1(CCOc2ccccc2)CCN(Cc2ccc(OCC)c(CO)c2)CC1	0.0	-26	2	3	-11	0	0.4	-7
CC(C)CN1CC(Br)C(=O)NC1=O (configuration not stated)	-0.1	-4	x	-1	0	10	-0.5	1
Cc1ccccc1OCCn1c(=S)[nH]c2ccccc21	0.0	-7	-7	-4	4	-1	x	-3

Carrying on.
SMILES	Xi reactivation	RAD52 anneal inh	esBAF inh	ERAP1 inh	RAD54 inh	ERp5 block	E-sel inducer	S100A4 MyoIIA
CCCCn1c(N)c(N(CC(C)C)C(=O)c2oc3ccc(OC)cc3c2C)c(=O)[nH]c1=O	-0.1	-2	7	1	x	-2	-0.3	-3
C[C@@H]1CCCCO[C@@H](CN(C)S(=O)(=O)c2ccc(Cl)cc2)[C@@H](C)CN([C@H](C)CO)C(=O)c2cc(NS(=O)(=O)c3ccc(F)cc3)ccc2O1	0.1	16	-3	3	-1	2	x	3
C[C@H]1CN([C@@H](C)CO)C(=O)c2cccc(NC(=O)Nc3ccc(C(F)(F)F)cc3)c2O[C@@H]1CN(C)S(=O)(=O)c1cccs1	0.0	-18	2	-3	-1	-3	-1.8	-10
CC1(c2nc3ccccc3[nH]2)CCC(=O)N1Cc1ccc(F)cc1 (configuration not stated)	-0.1	1	-4	1	-3	5	0.0	36
CCOC(=O)Cn1ncn(-c2ccc(OC(F)(F)F)cc2)c1=O	-0.1	-15	x	-2	x	-2	2.4	-3
